CD40 NFkB inh = inhibitors of CD40-induced NF-kB signaling, primary screen, BL2 cells, luciferase reporter, single point; inhibition, % at 10 µM; 83,000 tested, 0.94% active; CD40L-induced, 4 h;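 active = mean inhibition of at least 50% with a set share of replicates also reaching that level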;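 note: 0% = neutral control wells and 100% = IKK inhibitor VII at 50 µM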
* marks the source's active call; other numbers are inactive results; [ ] = remark or other dose. Only part of the results is shown, so the mix of outcomes need not match the whole.

CD40 NFkB inh	smiles
6.6	Cc1c(NS(=O)(=O)c2ccc(Cl)c(C(=O)OC(C)C(=O)NCc3ccco3)c2)c(=O)n(-c2ccccc2)n1C (stereo unspecified)
10.1	COC(=O)Cn1c(=O)n(CCc2ccccc2)c(=O)c2c3c(sc21)CCCC3
-51.9	CC(OC(=O)/C=C/c1ccc2ccccc2n1)C(=O)NCc1ccccc1 (stereo unspecified)
1.1	C[C@H](NC(N)=O)C(=O)OCC(=O)NCc1cccs1
7.5	Cc1cc(C(=O)NC(C)c2ccc3c(c2)OCO3)cs1 (stereo unspecified)
-44.3	O=C(c1cc2ccccc2o1)N1CCN=C1SCc1cccnc1
-0.9[25 µM]	C/C=C/c1ccc([C@@H]2[C@@H](CO)N(C(C)=O)[C@@H]2CN(C)C(=O)c2ccccn2)cc1
-9.4	CCn1ccnc1CNC(=O)c1ccc2oc(C(C)C)nc2c1
-3.8[25 µM]	COc1ccc(C(=O)Nc2ccc3c(c2)C(=O)N(C)[C@@H]2CC[C@@H](CC(=O)NCC4CC4)O[C@H]2CO3)cc1
-0.3	O=C(COC(=O)c1cc(-c2cccs2)nc2ccccc12)NCc1ccco1

4 entries from above, bar-delimited.
mol | CD40 NFkB inh
CC(OC(=O)/C=C/c1ccc2ccccc2n1)C(=O)NCc1ccccc1 (stereo unspecified) | -51.9
C[C@H](NC(N)=O)C(=O)OCC(=O)NCc1cccs1 | 1.1
Cc1cc(C(=O)NC(C)c2ccc3c(c2)OCO3)cs1 (stereo unspecified) | 7.5
O=C(c1cc2ccccc2o1)N1CCN=C1SCc1cccnc1 | -44.3

Other records.
CD40 NFkB inh	smiles
42.3	O=c1oc(-c2ccccc2)nc2c1cnn2-c1ccccc1
5.8	O=C(Nc1nccs1)c1cn(-c2ccccc2)nc1-c1ccncc1
6.0	CN(CC(=O)Nc1ccc(F)cc1)C(=O)COC(=O)CN1C(=O)NC2(CCCC2)C1=O
4.5	CCOc1ncccc1C(=O)Nc1cccc(S(=O)(=O)N2CCOCC2)c1
7.5	CCOC(=O)c1cc(C#N)c(N2CCCC2)nc1-c1ccccc1
9.4	CCOC(=O)C1CCCN(Cc2ccc(OCC)cc2)C1 (stereo unspecified)
-18.9	CCn1c(N)nc2ccccc21
-7.2	Cc1ccccc1NC(=O)CNc1ccccc1C(=O)NCc1ccco1
5.5	Cc1nn(CSc2c(F)c(F)c(F)c(F)c2F)c(C)c1[N+](=O)[O-]
5.0	O=[N+]([O-])c1ccc(S(=O)(=O)NN=C2CCCCC2)cc1
21.0	CC(Sc1ccc(S(=O)(=O)N2CCOCC2)cn1)c1ccccc1Cl (stereo unspecified)
-65.3	Cc1sc(NC(=O)c2ccco2)c(C(c2cccnc2)N2CCCC2)c1C (stereo unspecified)
6.7[25 µM]	O=C(C[C@@H]1CC[C@@H]2[C@H](COC[C@@H](O)CN2C(=O)c2cnccn2)O1)N1CCN(c2ccccc2)CC1
6.6	CCOC(=O)c1c(C)oc(=O)c(CC)c1O
-72.0	NC(=O)c1ccccc1NC(=O)CCc1ccccc1
0.4	COc1ccc(S(=O)(=O)N(C)C[C@H]2OCc3ccccc3-c3ccccc3C(=O)N([C@@H](C)CO)C[C@@H]2C)cc1
-21.1	Cc1cc(C(=O)COC(=O)COc2ccccc2C#N)c(C)n1CC1CCCO1 (stereo unspecified)
-20.7	COc1ccc(NC(=O)C2(C)Cc3c(-c4cccc(NC(C)=O)c4)ccnc3O2)cc1 (stereo unspecified)
6.9	CC(=O)c1ccc(OCCCC(=O)N(CCC2=CCCCC2)c2c(N)n(Cc3ccccc3)c(=O)[nH]c2=O)cc1
6.7[25 µM]	C[C@H](CO)N1C[C@H](C)[C@@H](CN(C)C(=O)CCC(F)(F)F)OCCCC[C@H](C)Oc2ccc(NC(=O)C3CCCCC3)cc2C1=O
5.6	CCN1CCN(C(=O)NC2CC(=O)N(c3ccc(OC)cc3)C2)CC1 (stereo unspecified)
11.5	N#Cc1ccccc1COC(=O)c1cc(S(=O)(=O)N2CCOCC2)ccc1F
8.0	Cc1c(Cl)c(C(=O)N2CCCC2)nn1C
12.4	CN1CCN(S(=O)(=O)c2ccc3ccccc3c2)CC1
7.2	Cc1ccc(S(=O)(=O)N2CCOCC2)cc1NC(=O)COC(=O)c1ccc(Cl)s1
0.5	CCN(CC)c1ccc(C2=NNC(=O)CC2C)cc1[N+](=O)[O-] (stereo unspecified)
-6.0	Nc1ccc(S(=O)(=O)NCC(=O)OCCOc2ccccc2)cc1[N+](=O)[O-]
13.4	Cc1cc(C)c(S(=O)(=O)NCC(CCC(=O)O)C(F)(F)F)c(C)c1 (stereo unspecified)
12.6	COc1ccc(C(=O)NC(C)c2nccs2)cc1OC1CCN(C(C)C)CC1 (stereo unspecified)
5.2	CCOC(=O)C1CCCN(c2nnnn2-c2ccccc2)C1 (stereo unspecified)
0.0[25 µM]	CCS(=O)(=O)Nc1ccc2c(c1)C(=O)N(C)C[C@@H](OC)[C@H](C)CN(C(=O)c1ccc3c(c1)OCO3)[C@@H](C)CO2
4.9	CC(=O)Nc1ccc(SCC(=O)NNC(=O)CN(C)S(=O)(=O)c2ccc(C)cc2)cc1
32.9[25 µM]	C[C@H]1CN([C@@H](C)CO)C(=O)c2c(c3ccccc3n2C)-c2ccccc2CO[C@H]1CN(C)S(=O)(=O)c1ccccc1C#N
-1.6	CCn1c(SCCN2CCOCC2)nc2c1c(=O)n(C)c(=O)n2C
-2.5	Cc1nc2sc3c(c2c(=O)n1/N=C/c1cccnc1)CCCC3
-15.9[25 µM]	CC(=O)N1[C@H](C(=O)NC2CCC2)[C@@H](CO)[C@@H]2Cn3c(ccc(-c4ccc(F)cc4)c3=O)[C@@H]21
-18.6	O=C(Nc1nnc(CCN2CCOCC2)s1)c1ccccc1
7.9	CCOC(=O)c1c(C)nc2ccccc2c1C
6.7[25 µM]	CCN(CC)CC1CCN(c2ncc3ncnc(Nc4ccc(F)c(Cl)c4)c3n2)CC1
-10.4	C[C@H](CO)N1C[C@H](C)[C@@H](CN(C)C(=O)C2CC2)OCc2ccccc2-c2c(n(C)c3ccccc23)C1=O
4.7[25 µM]	C[C@@H]1CN([C@@H](C)CO)C(=O)CCCn2nncc2CO[C@@H]1CN(C)C(=O)Nc1cccc(F)c1
7.3	CC(C)CN(C(=O)C1=NN(c2ccccc2)C(=O)CC1)c1c(N)n(Cc2ccccc2)c(=O)[nH]c1=O
2.7	CS(=O)(=O)N1CCc2cc(C(=O)N3CCCC3)ccc21
-0.8	CCOC(=O)c1cccc(C(=O)OCC)n1
-7.4	CCc1nc(N)nc(N)c1-c1ccc(Cl)c([N+](=O)[O-])c1
16.0	CCOC(=O)C1(C)CCCN1C(=O)c1ccc(C(=O)OC)cc1 (stereo unspecified)
-3.9	Cc1ccc(C(=O)OCc2nnc(-c3ccccc3)o2)cc1S(=O)(=O)N1CCOCC1
-0.3	O=S(=O)(NCCO)c1cccc2cccnc12
2.3	Cc1noc(C)c1C(=O)OCC(=O)Nc1ccc(N2CCOCC2)cc1
3.4	Cc1onc(-c2ccccc2)c1C(=O)N1CCN(CCc2ccccc2)CC1

Next entries
CD40 NFkB inh	smiles
-36.3	COc1ccc(CN2CCn3ncc(C(=O)Nc4ccccc4)c3C2=O)cc1
6.5	COc1ccc(OCCN2C(=O)NC3(CCc4ccccc4C3)C2=O)cc1 (stereo unspecified)
8.0	O=C(Nc1cccc(S(=O)(=O)N2CCCCC2)c1)c1cccs1
-2.4	O=C(CC12CC3CC(CC(C3)C1)C2)NCC(=O)N1CCCC1
-3.8[25 µM]	Cc1noc(C)c1NC(=O)Nc1ccc2c(c1)C(=O)N([C@H](C)CO)C[C@H](C)[C@@H](CN(C)S(=O)(=O)c1cccs1)OCCCC[C@H](C)O2
-1.9	O=C(Cn1[nH]c(=O)c2ccccc2c1=O)NCC1COc2ccccc2O1 (stereo unspecified)
5.7	COC(=O)c1ccc(NC(=O)c2cn(-c3cccc(C)n3)cn2)cc1
-13.7[25 µM]	C[C@H](CO)N1C[C@H](C)[C@@H](CN(C)C(=O)C2CCCCC2)Oc2ncc(-c3ccccc3F)cc2C1=O
-43.4	Cc1ccc(Oc2ncc(CN3CCOCC3)s2)cc1
0.5	CC(NC(=O)COC(=O)CNC(=O)c1ccc(-c2ccccc2)cc1)c1ccccc1 (stereo unspecified)

No new results follow: entries from further up.
CD40 NFkB inh	smiles
-43.4	Cc1ccc(Oc2ncc(CN3CCOCC3)s2)cc1
0.5	CC(NC(=O)COC(=O)CNC(=O)c1ccc(-c2ccccc2)cc1)c1ccccc1 (stereo unspecified)

Ordered by number of heavy atoms (largest number first): part of the list above
CD40 NFkB inh	smiles
-3.8[25 µM]	Cc1noc(C)c1NC(=O)Nc1ccc2c(c1)C(=O)N([C@H](C)CO)C[C@H](C)[C@@H](CN(C)S(=O)(=O)c1cccs1)OCCCC[C@H](C)O2
-1.9	O=C(Cn1[nH]c(=O)c2ccccc2c1=O)NCC1COc2ccccc2O1 (stereo unspecified)
-43.4	Cc1ccc(Oc2ncc(CN3CCOCC3)s2)cc1

More entries.
CD40 NFkB inh	smiles
5.3	c1cc(-c2ccc3c(c2)CCO3)n2cnnc2c1
-10.5	Cc1nnc(Nc2ccc(Cl)cc2)s1
29.5	O=C(NC1=NC2CCCCC2N1)c1ccccc1 (stereo unspecified)
-0.6[25 µM]	CCCN1[C@H](C(=O)N(C)C)[C@@H](CO)[C@@H]2Cn3c(ccc(-c4ccccc4OC)c3=O)[C@@H]21
10.7	CCOc1cc(C(=O)NC(C)CC)cc(OCC)c1OCC (stereo unspecified)
2.0	O=C(C1CCN(S(=O)(=O)N2CCOCC2)CC1)N1CCN(c2ccccc2F)CC1
-88.5	CC(C)c1ccc(N=C2NN=C(c3cccs3)CS2)cc1
8.1	COc1ccccc1NC(=O)N(C)C[C@H]1OCc2ccccc2-c2c(n(C)c3ccccc23)C(=O)N([C@@H](C)CO)C[C@@H]1C
3.2	O=C(c1cccc(Oc2ccccc2)c1)N1CCN(c2ccccn2)CC1
3.4	CC(C)CCN1CCN(Cc2ccsc2)CC1CCO (stereo unspecified)
-0.9[25 µM]	N#C[C@@H]1[C@H](c2ccccc2)[C@H](CO)N1C(=O)c1ccccc1F
-6.6	COc1ccc(Nc2nnc(-c3ccc(N4CCOCC4)c([N+](=O)[O-])c3)c3ccccc23)cc1
-1.1	CO[C@@H]1CN(C)C(=O)c2ccc(NC(=O)C3CCOCC3)cc2OC[C@@H](C)N(CC2CCOCC2)C[C@H]1C
8.2	CC1Cc2ccccc2N1C(=O)Cn1cnc2ccccc2c1=O (stereo unspecified)
9.3	Cc1nn2c(C)c(C(=O)Nc3ccccc3)cnc2c1-c1ccccc1
1.6	CCCCN(C(=O)c1cnccn1)c1c(N)n(CCC)c(=O)[nH]c1=O
-10.7	COCCn1c(C)cc(C(=O)COC(=O)c2ccc(N3CCCC3=O)cc2)c1C
1.7	O=C(NCCc1ccccc1)Nc1nnc([C@@H]2C[C@H](O)[C@@H](CO)O2)s1
9.3	CCCCn1nc(C(=O)OCC(=O)Nc2sccc2C(N)=O)c2ccccc2c1=O
8.2	Cc1noc(C)c1C(=O)N1CCc2ccccc2C1
-30.0	S=C(NCc1ccccn1)NN=Cc1ccccn1
11.6	Cc1ccc(NC(=O)CNc2cc(S(=O)(=O)N3CCOCC3)ccc2N2CCOCC2)cc1S(=O)(=O)N(C)C
-3.0[25 µM]	O=C(C[C@@H]1C[C@H]2c3cc(NS(=O)(=O)c4ccc(F)cc4)ccc3O[C@H]2[C@H](CO)O1)NCc1cccnc1
4.2	Cc1cccc(CN2CCNC2=O)c1
4.5[25 µM]	CN1C(=O)c2cc(NS(=O)(=O)c3ccccc3F)ccc2OC[C@@H]2O[C@@H](CC(=O)NC3Cc4ccccc4C3)CC[C@@H]21
-11.5	COc1ccc(C(CNC(=O)c2cccc(NC(=O)c3cccs3)c2)N2CCCC2)cc1 (stereo unspecified)
8.7	Cc1onc(-c2ccccc2)c1C(=O)Nc1nc(-c2ccccc2)cs1
13.7	Cc1ccc(-c2ccc([C@@H]3[C@H](CO)N4CCCCN(C(=O)c5ccc(F)cc5)C[C@@H]34)cc2)cc1
0.8	O=C(CNC(=O)c1ccc(Cl)c([N+](=O)[O-])c1)OCN1C(=O)c2ccccc2C1=O
-14.5	O=C(CCCN1C(=O)/C(=C\c2cccc(Br)c2)SC1=S)Nc1cccnc1
-7.0[25 µM]	COc1ccccc1CNC(=O)C[C@H]1C[C@@H]2c3cc(NC(=O)Nc4ccccc4F)ccc3O[C@@H]2[C@H](CO)O1
-5.3	O=C(NCCC1=CCCCC1)N[C@@H](Cc1ccccc1)C(=O)O
9.5	CC(NC(=O)C1CCN(CCOc2ccc(Cl)cc2)CC1)c1cccc2ccccc12 (stereo unspecified)
2.9	CCNC(=O)COC(=O)c1cccc(Br)c1
29.9	CCOC(=O)C1(CCOc2ccccc2)CCN(Cc2cccc3c2OCO3)CC1
-1.5	C[C@H](CO)N1C[C@H](C)[C@@H](CN(C)C(=O)Nc2cccc3ccccc23)Oc2ccc(NC(=O)Cc3ccccc3)cc2C1=O
-11.7	CC(C)(C)C(=O)N/C(N)=N/c1nc2ccccc2o1
-2.2	COC(=O)c1ccc(COC(=O)c2ccccn2)cc1
4.1	CCOC(=O)c1cc(CC)sc1NC(=O)Cc1ccsc1
-7.8[25 µM]	COc1ccc(C#Cc2ccc3c(c2)[C@@H]2[C@@H](CCN2C(C)=O)[C@H](CO)N3C)cc1
17.7	O=c1[nH][nH]c2nc(C(F)(F)F)cc(C(F)(F)F)c12
3.2	COc1ccc(C2(C)NC(=O)N(CC(=O)N(c3ccccc3)C3CCS(=O)(=O)C3)C2=O)cc1 (stereo unspecified)
12.9[25 µM]	CN1C[C@H]2[C@@H](c3ccccc31)[C@H](CO)N2C(=O)Nc1cccc(F)c1
5.1	O=C(Cc1n[nH]c(=O)c2ccccc12)Nc1cc(C(F)(F)F)ccc1-n1cncn1
2.3[25 µM]	O=C(C1CC1)N1CC2(C1)[C@H](c1ccccc1)[C@H](CO)N2S(=O)(=O)c1ccccc1
3.5	Cc1ccc(OCC(=O)Nc2c(C)nn(-c3ccccc3)c2C)c(Br)c1
-13.6	CN1c2ccc(-c3cccc(C#N)c3)cc2[C@@H]2[C@@H](CCN2C(=O)C2CC2)[C@H]1CO
-22.3[25 µM]	Cc1ccc(S(=O)(=O)N(C)C[C@@H]2OCCCC[C@H](C)Oc3ccc(NC(=O)c4ccncc4)cc3C(=O)N([C@H](C)CO)C[C@@H]2C)cc1
